# CRFBP-R2 block: blocks CRF-induced signaling of the CRF-BP/CRF-R2 complex. AID 588475. inhibition, % at 11.8 µM. HEK293 CRF-R2/CRF-BP, CRF-induced calcium fluorescence. actives 0.59% (n = 350,000);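 active = inhibition of the ligand-induced calcium signal above about 50% at the single tested concentration, limit read from the data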
# M5 antag: CHRM5 antagonism in calcium assay. CHO-hM5 cells, Fluo-8 calcium fluorescence, ACh EC80. AID 624040. P08912. inhibition, % at 3 µM. actives 0.59% (n = 360,000);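 active = inhibition above a per-plate cutoff, the mean of that plate's test compounds plus 3 SD, cut at about 27% in these data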;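 note: 0% = acetylcholine EC80 with DMSO and 100% = DMSO without agonist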
# CHRM5 agonist: CHRM5 agonism in calcium assay | CHO-K1 hM5 cells, Fluo-8 calcium fluorescence; 0% DMSO wells, 100% maximal acetylcholine response | activation, % at 3 µM | AID 624037 | actives 0.19% (n = 360,000) | P08912;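 active = activation above the run's mean over test compounds plus 3 SD, cut at about 23% in these data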;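 note: signal is peak over basal fluorescence ratio across the kinetic read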
# CRFR2-BP ag: CRF-BP/CRF-R2 complex agonism; HEK293 CRF-R2/CRF-BP, calcium dye fluorescence (FLIPR); percent of saturating CRF peptide response; activation, % at 13.2 µM; actives 0.46% (n = 350,000); AID 588473;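 active = activation of at least 50%, plus an integration ratio under a set limit after plate pattern correction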;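 note: plate controls were neutral control wells without compound for no effect and CRF at EC100 for full effect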
# M4 ag: agonists of human muscarinic M4 receptor (CHRM4) | actives 0.14% (n = 360,000) | CHO-K1 hM4/Gqi5, Fluo-8 calcium fluorescence; vehicle 0%, full acetylcholine response 100% | activation, % at 3 µM | P08173;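 active = activation above the run mean over all test wells plus 3 SD, cut at about 32% in these data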;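 note: peak over basal fluorescence ratio per well then scaled between controls; 0% = DMSO wells and 100% = acetylcholine at EC100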
# CHRM4 PAM: potentiates acetylcholine response at human M4 receptor; P08173; actives 0.4% (n = 360,000); AID 624126; CHO-K1 hM4/Gqi5, Fluo-8 calcium fluorescence, ACh EC20; 0% = ACh EC20, 100% = maximal ACh; activation, % at 3 µM;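 active = activation above its plate's cutoff, the mean activation of sample wells plus 3 SD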; note: some results filed as inactive read as strong as hits
# M4 antag: CHRM4 antagonism in calcium assay; CHO-hM4 cells, ACh EC80, Fluo-8 calcium fluorescence; inhibition, % at 3 µM; actives 0.73% (n = 360,000);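 active = inhibition above its plate's cutoff, the mean inhibition of sample wells plus 3 SD, cut at about 27% in these data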;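 note: 0% = acetylcholine EC80 with DMSO and 100% = DMSO without agonist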
# IDE inh: inhibitors of human insulin-degrading enzyme in cells | P14735 | HEK cells, FAbetaB cleavage, fluorescence polarization | inhibition, % at 5.59 µM | actives 0.41% (n = 320,000) | AID 434962;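 active = percent inhibition above the average of all tested compounds plus 3 SD, set per screening campaign, cut at about 16% in these data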;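 note: IDE supplied by intact live HEK cells; FP after avidin binding of uncleaved biotin substrate so inhibition keeps polarization high; 0% = DMSO wells and 100% = 60 µM reference IDE inhibitor Ii1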
# Target sequence (P14735 whole entry, looked up): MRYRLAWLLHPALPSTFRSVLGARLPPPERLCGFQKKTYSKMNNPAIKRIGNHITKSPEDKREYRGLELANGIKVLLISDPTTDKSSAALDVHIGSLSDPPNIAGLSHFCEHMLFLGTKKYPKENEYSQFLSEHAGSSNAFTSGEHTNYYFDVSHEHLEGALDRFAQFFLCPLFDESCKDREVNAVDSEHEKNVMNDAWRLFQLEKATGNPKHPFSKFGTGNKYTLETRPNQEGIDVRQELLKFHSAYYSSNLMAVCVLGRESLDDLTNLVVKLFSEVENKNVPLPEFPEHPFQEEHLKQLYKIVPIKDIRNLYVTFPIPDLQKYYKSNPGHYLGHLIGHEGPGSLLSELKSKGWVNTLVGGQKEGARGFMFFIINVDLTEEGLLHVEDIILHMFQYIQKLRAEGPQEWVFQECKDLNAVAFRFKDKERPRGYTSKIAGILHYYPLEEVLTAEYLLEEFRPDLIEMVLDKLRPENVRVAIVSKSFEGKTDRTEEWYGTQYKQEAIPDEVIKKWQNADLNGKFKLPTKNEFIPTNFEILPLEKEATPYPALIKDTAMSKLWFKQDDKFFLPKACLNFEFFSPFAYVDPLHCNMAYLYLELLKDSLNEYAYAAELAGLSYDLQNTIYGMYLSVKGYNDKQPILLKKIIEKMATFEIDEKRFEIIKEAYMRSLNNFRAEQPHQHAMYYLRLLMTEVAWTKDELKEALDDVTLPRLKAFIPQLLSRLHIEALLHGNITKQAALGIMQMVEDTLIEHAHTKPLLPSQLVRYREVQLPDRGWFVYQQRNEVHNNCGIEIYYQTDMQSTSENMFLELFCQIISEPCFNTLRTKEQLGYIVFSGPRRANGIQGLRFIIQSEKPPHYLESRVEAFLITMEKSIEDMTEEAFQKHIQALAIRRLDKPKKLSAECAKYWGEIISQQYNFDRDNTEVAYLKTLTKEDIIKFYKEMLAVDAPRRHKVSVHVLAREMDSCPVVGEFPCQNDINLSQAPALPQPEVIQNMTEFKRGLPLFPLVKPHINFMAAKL
# M5 PAM: CHRM5 positive allosteric modulation; activation, % at 3 µM; AID 624038; actives 0.3% (n = 360,000); CHO-K1 hM5, Fluo-8 calcium, ACh EC20 PAM; 0% = ACh EC20, 100% = ACh EC100;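 active = activation above the run cutoff, the mean activation of all test compounds plus 3 SD, cut at about 18% in these data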
#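 System: CHO-K1 cell line with stable human muscarinic M5 receptor expression | Also added: EC20 acetylcholine as agonist stimulus | Compound: One concentration, 3 µM final (nominal) | Timing: Fluo-8 loading 80 min at 37 °C plus 30 min room temperature | Measured by: Fluo-8 calcium dye fluorescence, kinetic read | Read-out basis: % activation, ACh-normalized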
# Starred values were filed as active, the others as inactive; . = not tested or not shown.
SMILES,CRFBP-R2 block,M5 antag,CHRM5 agonist,CRFR2-BP ag,M4 ag,CHRM4 PAM,M4 antag,IDE inh,M5 PAM
Cc1ccc(N(CC#N)C(=O)CS(=O)(=O)c2cccc([N+](=O)[O-])c2)cc1,-6.4,0.4,-3.5,0.9,2.5,7.7,-8.6,0.5,3.7
CCOc1ccc(C(=S)N2CCCC2)cc1,-2.3,1.5,-9.2,0.6,-0.6,-14.4,26.3,7.2,-6.8
CCOC(=O)c1csc(NNC=O)n1,5.9,-1.4,0.9,-0.7,0.8,4.2,-5.0,-3.2,2.1
O=C(NC1CC1)c1ccc2c(c1)N(Cc1ccccc1)CCS2,10.9,-7.4,-2.5,0.3,6.6,-5.5,3.0,4.3,-2.9
C=CCNS(=O)(=O)c1ccc(OC)c(C)c1,12.9,2.4,1.1,0.0,1.0,1.0,2.2,-1.3,-0.6
CCc1nnc(NC(=O)/C=C/c2ccc(C)o2)s1,-35.9,-7.9,2.0,-0.5,-1.7,2.2,9.2,3.9,5.5
O=C1c2ccccc2C(Nc2ccc(Cl)cn2)N1c1ccccn1 (stereo unspecified),-93.1,3.7,-1.7,-10.9,0.0,18.4*,-12.7,8.4,-1.2
S=C1NCN(C2CCCCC2)CN1Cc1ccccc1,7.6,6.0,-0.5,0.3,0.9,0.0,10.5,1.4,-5.1
N#Cc1ccc(CSc2nnc(-c3cccnc3)n2-c2ccccc2)cc1,22.8,2.0,-0.5,0.2,0.9,5.5,-3.4,18.9*,0.3
O=C(Nc1ccc(Oc2ccsc2C(=O)O)cc1)c1ccccc1,-4.6,8.2,-3.0,1.8,-0.4,-3.9,8.2,2.1,-5.3
Cc1ccc(CSc2nnc(-c3ccncc3)n2N)cc1,-3.5,1.0,4.0,3.3,0.1,-4.5,16.5,2.7,1.8
O=C1CCCCCCCCCC/C(=N\O)CCCO1,-6.2,-4.9,5.1,0.7,0.6,5.7,-8.4,1.2,4.1
COc1cc(-c2noc(C)c2C(=O)NCCc2ccccc2)cc(OC)c1OC,-10.6,-1.3,-5.2,-2.9,2.5,16.5,-7.6,4.2,5.2
O=C(C1CCN(C2CC(=O)N(c3cccc(Cl)c3)C2=O)CC1)N1CCCCCC1 (stereo unspecified),18.3,-15.7,0.9,-0.6,1.4,19.8,-7.5,-3.0,9.1
O=C(CN1CCN(Cc2ccccc2Cl)CC1)N/N=C/c1ccco1,2.1,5.3,-0.5,1.9,0.1,-4.9,-2.9,3.0,6.9

# Quoted from the listing:
# For M5 antag, C=CCNS(=O)(=O)c1ccc(OC)c(C)c1 is entered as 2.4
# For IDE inh, O=C(C1CCN(C2CC(=O)N(c3cccc(Cl)c3)C2=O)CC1)N1CCCCCC1 (stereo unspecified) is entered as -3.0

# Additional structures
SMILES,CRFBP-R2 block,M5 antag,CHRM5 agonist,CRFR2-BP ag,M4 ag,CHRM4 PAM,M4 antag,IDE inh,M5 PAM
COc1ccc(C(=O)N2CCN(c3cccc(Cl)c3)CC2)cc1S(=O)(=O)NC1CC1,1.9,7.7,1.4,0.5,5.0,-3.4,7.1,-1.1,-0.7
COc1ccc(NC(=O)CSc2nccn2-c2ccccc2)c(OC)c1,37.7,-6.9,-0.5,-2.6,1.4,7.7,0.9,3.7,-0.6
CN(CC(=O)NCc1ccncc1)S(=O)(=O)c1ccc(Cl)cc1,-54.7,6.9,1.5,3.2,-0.1,-1.9,5.2,2.1,10.0
COc1ccc([C@@]2(O)c3c(ccc(CC=C(C)C)c3O)NC(=O)[C@@H]2OC)cc1,-1.8,-2.9,0.5,0.0,-0.6,0.0,1.0,2.9,-5.3
CCOC(=O)c1c(S(=O)(=O)Nc2ccc(C)cn2)c(C)n(C)c1C,2.2,-1.0,-4.0,-2.6,0.4,0.1,7.3,6.9,-0.4
COc1ccc([C@H]2CC(=O)C[C@@H](CCn3cc(C(C)C)nn3)O2)cc1,.,4.5,3.4,.,0.4,-3.2,19.3,.,-2.2
O=C(Nc1ccccn1)c1ccc(C(=O)c2ccccc2)cc1,55.3*,8.2,-0.2,0.8,9.4,0.1,-4.5,-9.5,-7.7
Cn1c2c(c(O)c(-c3ccccc3)c1=O)C(=O)CC(C)(C)C2,22.4,-2.7,-2.6,-0.5,-0.1,-4.5,7.0,-1.9,-0.8
Cc1cccc(NC(=S)NCc2ccc(F)cc2)c1C,5.8,4.5,-10.3,-3.8,0.4,-7.7,11.3,0.6,1.2
CCOC(=O)C1(CC2CCCCO2)CCN(S(=O)(=O)c2ccc(C)s2)CC1 (stereo unspecified),0.2,9.9,3.5,0.1,1.2,1.1,-6.2,-0.2,-4.6
CS(=O)(=O)N(CC(=O)N1CCCCC1)Cc1ccccc1,-4.5,2.6,-15.5,-1.8,0.3,-3.9,-2.6,5.2,7.2
C=C(C)CSc1nc(N)c2c3c(sc2n1)CCC3,-267.6,2.0,-5.8,154.8*,-0.6,4.1,-9.5,0.1,2.2
O=C(CN(C1CCCCC1)S(=O)(=O)c1ccc(Cl)cc1)NCc1ccncc1,-5.5,3.8,-1.3,-0.3,4.2,-5.3,8.4,1.6,-8.5
COc1ccccc1N1CCN(C(=O)COc2cc(C)ccc2C)CC1,4.7,-3.6,0.1,-6.0,0.4,-5.1,1.8,6.1,5.7
Cc1ccc(NC(=O)COC(=O)CNC(=O)c2ccc(Cl)cc2Cl)cc1S(=O)(=O)N1CCOCC1,-8.9,-9.6,1.5,-2.8,5.6,-4.4,-10.7,4.0,1.0
Cc1ccc(C(=O)Nc2ccc(Nc3ccccc3)cc2)c(Cl)c1,-10.0,6.1,-3.1,0.6,2.6,-5.2,1.7,4.7,4.5
CC(NC(=O)c1cccc(OC2CCN(C3CCN(C)CC3)CC2)c1)c1ccccc1 (stereo unspecified),6.3,8.8,-9.1,-0.7,-0.8,-7.0,8.4,1.5,-4.2
Cc1c(NC(=O)CN2C(=O)NC3(CCCCC3C)C2=O)cccc1[N+](=O)[O-] (stereo unspecified),-0.2,2.9,2.6,-1.9,0.7,5.6,-5.1,-4.6,5.5
O=C(COc1cccc(Br)c1)Nc1ccc(N2CCOCC2)cc1N1CCOCC1,1.5,-0.3,0.2,0.2,0.6,5.1,2.2,-0.2,0.0
Nc1cc(Cl)ccc1CN1C(=O)c2ccccc2C1=O,.,6.4,1.1,.,2.0,-1.7,0.7,.,-6.0
CCN(CC)CCOC(=O)c1c(C)oc2ccc(OC)cc12,-23.3,1.2,-5.5,0.8,1.2,-8.0,-9.6,8.2,-16.5
Cc1onc(-c2ccccc2Cl)c1C(=O)N1CCCCCC1,-1.0,9.8,-2.1,-1.3,1.8,-5.0,-4.5,.,-1.6
O=C(Nc1ccc2c(c1)CCC2)c1cccc(F)c1,-12.7,-7.2,-8.3,-3.2,-1.3,1.4,-1.3,-1.5,9.7
O=C(O)c1cccc(-c2nc3ccccc3[nH]2)c1,-7.3,1.6,-1.5,1.1,-0.1,3.8,-2.2,-1.8,1.1
N#Cc1nc(-c2ccccc2F)oc1NCc1cccc2c1OCO2,1.1,7.5,-1.3,0.7,1.3,0.4,1.5,-3.1,-0.1
CCOC(=O)/C=C1\SCC(=O)N1CC(=O)Nc1cccc(F)c1,-0.9,9.8,1.2,-2.7,0.7,-0.4,4.9,-1.6,2.7
Cc1ccc(NC(=O)CCn2c(=O)c3cccn3c3ccccc32)c(C)c1,-16.5,-7.0,-1.1,-2.7,10.0,-2.2,-4.8,-3.7,4.2
COC(=O)C1=C(C)N(Cc2ccccc2)C(=NCc2cccc(C(F)(F)F)c2)N[C@H]1c1cccc(F)c1,-18.9,10.2,-0.3,1.0,6.9,9.7,21.8,-2.0,1.1
Cc1cc(C)cc(OCC(=O)OCC(=O)NCCC2=CCCCC2)c1,18.3,0.8,-2.0,0.1,1.1,27.2,-12.9,-5.8,-1.2
Cc1occc1C(=O)N/N=C/c1cccnc1,3.3,2.8,0.7,-0.7,1.8,2.5,1.8,2.2,0.0

# With a hit mark in CHRM4 PAM, of those listed so far:
molecule,CRFBP-R2 block,M5 antag,CHRM5 agonist,CRFR2-BP ag,M4 ag,CHRM4 PAM,M4 antag,IDE inh
O=C1c2ccccc2C(Nc2ccc(Cl)cn2)N1c1ccccn1 (stereo unspecified),-93.1,3.7,-1.7,-10.9,0.0,18.4*,-12.7,8.4

# Further structures.
SMILES,CRFBP-R2 block,M5 antag,CHRM5 agonist,CRFR2-BP ag,M4 ag,CHRM4 PAM,M4 antag,IDE inh,M5 PAM
CS(=O)(=O)N(CC(=O)Nc1ccccc1C(=O)N1CCCC1)c1ccc2c(c1)OCO2,12.8,13.3,-1.5,1.2,0.1,4.6,-3.3,3.8,-4.1
C=CCNC(=O)c1cccc(NS(=O)(=O)c2ccc(Cl)cc2)c1,-5.9,0.0,1.6,-0.1,2.7,-4.8,6.4,7.6,2.6
O=C(CN1C(=O)c2cccc([N+](=O)[O-])c2C1=O)N1CCN(S(=O)(=O)c2ccccc2)CC1,-0.4,-2.3,3.7,-0.4,1.4,-2.4,7.8,-1.2,6.2
CN(C)CCCN1c2ccc(O)cc2Sc2ccc(Cl)cc21,-41.5,55.8*,-1.1,-1.5,12.7,-13.3,44.4*,.,-19.9
O=C(O)c1ccc(OS(=O)(=O)c2ccc(Cl)s2)cc1,-8.6,3.4,1.9,0.0,1.7,7.0,-0.3,.,-0.1
O=C(NN=Cc1ccc(N2CCOCC2)s1)c1ccc([N+](=O)[O-])cc1,4.7,-4.1,-7.7,-0.8,1.6,3.4,-34.4,2.6,7.2
COc1cccc(C(=O)NCc2ccco2)c1OC,7.1,-1.9,-0.8,-0.7,0.7,8.0,2.5,-0.8,2.7
NC1=NN(c2ccccc2)C(=O)C1,-2.4,1.0,2.2,-1.4,0.8,11.6,-5.0,.,1.2
CCC(C)NC(=O)c1ccccc1NC(=O)COc1ccc(OC)cc1 (stereo unspecified),-10.8,-4.3,-4.5,-2.7,1.9,-4.1,-1.4,.,-5.7
C=C[C@]12CC[C@H](OC(C)=O)CC1=CCC1C2CC[C@@]2(C)C1CCC21OCCO1 (stereo partly specified),0.0,17.8,-3.3,4.0,0.0,-4.4,9.4,.,-5.8
CCOC(=O)C(=O)NCC(c1cccs1)S(=O)(=O)c1ccc(C)cc1 (stereo unspecified),3.6,7.0,-0.8,-1.8,1.0,-1.2,4.2,-4.5,1.1
COc1ccc(NC(=O)c2sc3nc(C)cc(C)c3c2N)cc1,1.7,2.4,0.2,0.4,1.4,4.2,-5.2,7.8,5.2
CCCS(=O)(=O)N1CCN(c2cc3c(cc2[N+](=O)[O-])n(C)c(=O)n3C)CC1,18.7,-8.2,-2.7,0.1,6.1,8.2,1.0,5.7,-5.1
Cc1ccc(N=Nc2c(C)[nH]n(-c3ccccc3)c2=O)cc1Br,-0.3,-0.1,3.0,1.5,1.3,-2.6,3.6,2.4,0.9
Cc1ccc(Cc2c(-c3ccc(C)cc3)nc3c4ccccc4ccn23)cc1,-13.2,-1.8,2.1,5.6,0.0,4.6,-1.4,.,-0.4
O=C1CCC(CCC(=O)N2CCCC(C(=O)c3cccc(C(F)(F)F)c3)C2)=NN1 (stereo unspecified),9.4,-13.2,-4.8,-0.4,2.8,3.6,-17.2,9.4,2.4
O=C(COC(=O)c1cccc(-n2cnnn2)c1)c1ccc(F)c(F)c1,12.4,7.6,0.2,-0.9,4.4,-3.8,-5.1,.,-2.4
CC(NC(=O)c1cccs1)c1ccc(Br)cc1 (stereo unspecified),6.3,4.3,-3.6,-1.6,0.7,-2.9,3.2,-3.2,4.6

# Compound activity: PubChem, several laboratories
